# Screens: PubChem BioAssay, several laboratories
# PfM18AAP inh: PfM18AAP enzyme inhibition; recombinant PfM18AAP, H-Glu-NHMec fluorogenic cleavage; inhibition, % at 7.35 µM; 290,000 compounds, 1.2% hits; AID 1822;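 active means inhibition above the campaign mean inhibition over all tested compounds plus 3 SD, cut at about 28% in these data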;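 further: 0% = plate median of test compound wells and 100% = 2 mM ZnCl2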
# MEKK2 mut-MEK5: signal of MEK5 binding to mutant human MEKK2 PB1 domain; AID 1530; bead flow cytometry, Alexa488-MEK5 binding to MEKK2 mutant; 290,000 compounds, 0.35% hits; percent response, % at 10 µM; in the data active means percent response above about 24%, passing the limit was not always enough; further: inactives centre near 1; some results filed as inactive read as strong as hits; reference of the scale not given here
# NALP1 inh: blocks the NALP1 inflammasome reconstituted in yeast | S. cerevisiae NALP1/ASC/caspase-1 growth, X-gal OD620, 72 h | inhibition, % at 10 µM | 280,000 compounds, 0.61% hits | AID 2071; in the data active means inhibition mostly above about 24%, no sharp cut-off; inactive means mostly below about 32%; further: some compounds called inactive have numbers as strong as hits
# MEKK2 WT-MEK5: raises or lowers MEK5 binding to wildtype human MEKK2 PB1 domain; Q9Y2U5; bead flow cytometry, Alexa488-MEK5 binding to MEKK2 WT; actives lie on both sides; binding response (% of control), % at 10 µM; 290,000 compounds, 1.1% hits; AID 1531; in the data active means binding response below about 67% or above about 130%
# GPR7 antag: human neuropeptides B/W receptor 1 antagonism; P48145; GPR7-expressing cells, fluorescence antagonist assay; inhibition, % at 4.4 µM; 290,000 compounds, 1.1% hits; AID 1861; in the data active means inhibition above about 16%, passing the limit was not always enough;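 further: cells stimulated with the agonist NPW; 0% = agonist with vehicle and 100% = vehicle without agonist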
# OXTR agonist: agonists of human oxytocin receptor. activation, % at 3 µM. P30559. CHO-OTR cells, Fluo-8 calcium fluorescence; normalized: DMSO 0%, oxytocin 100%. 320,000 compounds, 0.32% hits. AID 2435;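 active means activation above the mean of all tested compounds plus 3 SD, cutoff set per screening run, cut at about 20% in these data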;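 further: peak over basal fluorescence ratio from a 100 s FLIPR kinetic read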
# FID counter: fluorescent intercalator displacement, NS3 helicase counter-screen; DNA fluorescent intercalator displacement, fluorescence; inhibition, % at 7.9 µM; 290,000 compounds, 0.17% hits; in the data active means inhibition above about 37%;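 further: 0% = vehicle and 100% = reference compound; higher means more ethidium bromide displaced from hairpin DNA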
# MEKK3 PB1 HTS: MEKK3-MEK5 PB1 interaction, increase or decrease; AID 1529; bead-based flow cytometry, Alexa488-MEK5 binding to MEKK3; actives lie on both sides; 0 = blocked by unlabeled MEK5, 100 = vehicle; 290,000 compounds, 1.4% hits; binding response (% of control), % at 10 µM;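 active means binding response more than 3 SD above or below the average of its plate-row segment, actives on both sides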;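 further: Alexa488 bead fluorescence after subtracting the streptavidin-only scavenger bead signal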
# Target sequence (Q99759 whole entry, looked up): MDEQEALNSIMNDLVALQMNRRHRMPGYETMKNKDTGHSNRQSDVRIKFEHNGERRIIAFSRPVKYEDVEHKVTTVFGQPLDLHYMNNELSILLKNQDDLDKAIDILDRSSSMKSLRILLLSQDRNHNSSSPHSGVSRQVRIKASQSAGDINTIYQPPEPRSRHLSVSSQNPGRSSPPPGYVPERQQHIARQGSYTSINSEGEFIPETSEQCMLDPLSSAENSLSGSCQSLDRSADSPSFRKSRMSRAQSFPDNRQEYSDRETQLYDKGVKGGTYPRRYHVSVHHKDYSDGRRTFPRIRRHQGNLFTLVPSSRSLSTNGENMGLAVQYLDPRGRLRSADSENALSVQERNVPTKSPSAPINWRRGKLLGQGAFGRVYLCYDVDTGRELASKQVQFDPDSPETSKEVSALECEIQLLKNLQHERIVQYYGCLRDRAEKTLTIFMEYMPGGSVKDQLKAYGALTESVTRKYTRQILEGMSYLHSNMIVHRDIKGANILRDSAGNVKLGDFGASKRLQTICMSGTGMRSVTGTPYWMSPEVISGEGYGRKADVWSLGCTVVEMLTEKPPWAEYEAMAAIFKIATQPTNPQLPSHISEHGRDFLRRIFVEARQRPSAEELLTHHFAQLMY
# PHOSPHO1 inh: PHOSPHO1 (human) inhibition; Q8TCT1; recombinant PHOSPHO1, absorbance phosphatase assay; inhibition, % at 13.3 µM; 290,000 compounds, 1.1% hits; in the data active means inhibition above about 60%
# Target sequence (Q8TCT1 whole entry, looked up): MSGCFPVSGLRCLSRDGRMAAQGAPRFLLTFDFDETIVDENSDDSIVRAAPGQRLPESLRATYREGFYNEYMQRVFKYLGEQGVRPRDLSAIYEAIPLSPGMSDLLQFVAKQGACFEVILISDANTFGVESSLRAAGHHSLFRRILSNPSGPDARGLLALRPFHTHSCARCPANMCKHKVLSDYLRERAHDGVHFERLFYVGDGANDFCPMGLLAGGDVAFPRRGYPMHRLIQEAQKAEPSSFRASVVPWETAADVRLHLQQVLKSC
# * marks the source's active call; other numbers are inactive results; · = not tested or not shown.
# Start of the data: the first 5 entries, to show the layout:
# Short keys: A = PfM18AAP inh; B = MEKK2 mut-MEK5; C = NALP1 inh; D = MEKK2 WT-MEK5; E = GPR7 antag; F = OXTR agonist; G = FID counter; H = MEKK3 PB1 HTS; I = PHOSPHO1 inh
> CCCn1c(C)cc(/C=C(\C#N)C(=O)OCC(=O)Nc2cc(OC)c(OC)c(OC)c2)c1C
  A: 2; B: 1; C: 22; D: 106; E: -10; F: -2.0; G: -9; H: 101; I: -9
> O=C(O)CNC(=O)/C=C/c1ccc(Cl)cc1Cl
  A: 10; B: 7; C: 42; D: 110; E: 1; F: 0.3; G: -7; H: 105; I: -2
> CCN(CC)CCCN1C=C2C(=O)C(C)(OC(=O)C3CCCC3)C(=O)C=C2C=C1c1ccsc1 (stereo unspecified)
  A: ·; B: 1; C: ·; D: 93; E: ·; F: -1.2; G: ·; H: 91; I: 9
> COc1ccc(NC(=O)N2CCN(S(C)(=O)=O)CC2)cc1
  A: 4; B: 3; C: 3; D: 105; E: -16; F: 0.1; G: 1; H: 102; I: 18
> CS(=O)(=O)c1ccc(S(=O)CC(=O)OCc2ccccc2)c([N+](=O)[O-])c1 (stereo unspecified)
  A: 11; B: -12; C: -2; D: 68; E: -2; F: ·; G: 2; H: 66; I: -3

# Main list, previewed entries included:
# Short keys: A = PfM18AAP inh; B = MEKK2 mut-MEK5; C = NALP1 inh; D = MEKK2 WT-MEK5; E = GPR7 antag; F = OXTR agonist; G = FID counter; H = MEKK3 PB1 HTS; I = PHOSPHO1 inh
> CCCn1c(C)cc(/C=C(\C#N)C(=O)OCC(=O)Nc2cc(OC)c(OC)c(OC)c2)c1C
  A: 2; B: 1; C: 22; D: 106; E: -10; F: -2.0; G: -9; H: 101; I: -9
> O=C(O)CNC(=O)/C=C/c1ccc(Cl)cc1Cl
  A: 10; B: 7; C: 42; D: 110; E: 1; F: 0.3; G: -7; H: 105; I: -2
> CCN(CC)CCCN1C=C2C(=O)C(C)(OC(=O)C3CCCC3)C(=O)C=C2C=C1c1ccsc1 (stereo unspecified)
  A: ·; B: 1; C: ·; D: 93; E: ·; F: -1.2; G: ·; H: 91; I: 9
> COc1ccc(NC(=O)N2CCN(S(C)(=O)=O)CC2)cc1
  A: 4; B: 3; C: 3; D: 105; E: -16; F: 0.1; G: 1; H: 102; I: 18
> CS(=O)(=O)c1ccc(S(=O)CC(=O)OCc2ccccc2)c([N+](=O)[O-])c1 (stereo unspecified)
  A: 11; B: -12; C: -2; D: 68; E: -2; F: ·; G: 2; H: 66; I: -3
> NS(=O)(=O)c1ccc(CCNC(=O)c2ccncc2)cc1
  A: 0; B: -7; C: 8; D: 96; E: -2; F: 0.8; G: -4; H: 98; I: 10
> O=C(CSc1nnc(NC(=O)c2c(F)cccc2F)s1)Nc1ccccc1F
  A: 3; B: -2; C: 18; D: 101; E: 1; F: 1.3; G: -1; H: 100; I: 6
> COc1cc(-c2nc3n(n2)C(c2ccncc2)C(C(N)=O)=C(C)N3)cc(OC)c1OC (stereo unspecified)
  A: -3; B: 5; C: 4; D: 114; E: -9; F: 0.1; G: -4; H: 122*; I: 18
> N#Cc1ccc(NC(=O)COC(=O)CSc2nnc(-c3ccc(Cl)cc3)o2)cc1
  A: -6; B: 7; C: 19; D: 104; E: -3; F: 3.8; G: 1; H: 96; I: -6
> Cc1nc2cc(NC(=O)C3COc4ccccc4O3)ccc2s1 (stereo unspecified)
  A: 1; B: -3; C: 1; D: 96; E: 4; F: -0.7; G: -8; H: 98; I: 26
> COC(=O)c1ccc(Sc2ccccn2)c([N+](=O)[O-])c1
  A: 4; B: 8; C: 3; D: 102; E: -3; F: -1.5; G: -2; H: 101; I: 11
> Fc1ccc(-n2nnnc2-c2cnc(-c3cccs3)nc2C(F)(F)F)cc1
  A: 3; B: 0; C: 5; D: 97; E: -15; F: -1.3; G: -8; H: 107; I: 9
> CCN(CC)CCN(Cc1cc2cc(C)ccc2[nH]c1=O)C(=S)NCc1ccco1
  A: -7; B: 1; C: 7; D: 107; E: 3; F: -0.8; G: 8; H: 95; I: -10
> COc1ccccc1NC1C=CS(=O)(=O)C1 (stereo unspecified)
  A: -11; B: 2; C: 9; D: 97; E: -4; F: 1.2; G: 1; H: 98; I: -6
> CCCOc1cccc(-c2nnc(NC(=O)c3ccco3)s2)c1
  A: -6; B: 0; C: 6; D: 94; E: 0; F: 2.0; G: -27; H: 96; I: 12
> O=C(CN(Cc1ccccc1)S(=O)(=O)c1ccccc1)N/N=C/c1ccccc1[N+](=O)[O-]
  A: 6; B: 4; C: 6; D: 101; E: -11; F: 0.3; G: -17; H: 104; I: 16
> CCCn1c(=O)[nH]c(=O)c2c1nc(-c1ccc(OC(F)F)cc1)n2CCN1CCOCC1
  A: 7; B: 0; C: 22; D: 98; E: -11; F: 0.6; G: 1; H: 99; I: -31
> COc1ccc(OC)c(-n2nnnc2SCC(=O)Nc2cc(C)ccc2OC)c1
  A: 1; B: 0; C: -8; D: 88; E: -14; F: -1.0; G: -4; H: 79; I: -22
> O=C(NNC(=O)C1C2C=CC(C2)C1C(=O)O)c1cc(Cl)ccc1O (stereo unspecified)
  A: 0; B: 9; C: 8; D: 115; E: -21; F: ·; G: -5; H: 106; I: -26
> COc1ccc(C(=O)Nc2ccc3c4c(cccc24)CC3)cc1
  A: 2; B: -3; C: 29; D: 100; E: 7; F: -1.2; G: -11; H: 98; I: -17
> CC1(C)CC(=O)C(C=NCCN2CCN(CC(=O)Nc3ccccc3)CC2)=C(O)C1
  A: -5; B: -2; C: 26; D: 94; E: -11; F: -0.9; G: -2; H: 94; I: -15
> Cc1ccccc1CC(=O)Nc1ccc(S(=O)(=O)N2CCN(C)CC2)cc1
  A: 2; B: 0; C: 23; D: 100; E: 11; F: 2.3; G: 19; H: 103; I: 28
> CCOc1ccc(NS(=O)(=O)c2cc3c4c(c2)C(C)C(=O)N4CCC3)cc1 (stereo unspecified)
  A: -5; B: -4; C: 21; D: 99; E: -4; F: -1.1; G: -44; H: 98; I: 30
> CCOc1ccc(Oc2ccc(-c3nnc(-c4ccccc4)o3)cc2[N+](=O)[O-])cc1
  A: 8; B: ·; C: -3; D: ·; E: -2; F: 0.2; G: -2; H: ·; I: 46
> O=C(COc1ccc(Cl)cc1)Nc1nnc(S(=O)(=O)N2CCCCCC2)s1
  A: 0; B: 3; C: 6; D: 106; E: 1; F: 8.0; G: -19; H: 103; I: 5

# Quoted at random: two records from the list
# Short keys: A = PfM18AAP inh; B = MEKK2 mut-MEK5; C = NALP1 inh; D = MEKK2 WT-MEK5; E = GPR7 antag; F = OXTR agonist; G = FID counter; H = MEKK3 PB1 HTS; I = PHOSPHO1 inh
> CCN(CC)CCCN1C=C2C(=O)C(C)(OC(=O)C3CCCC3)C(=O)C=C2C=C1c1ccsc1 (stereo unspecified)
  A: ·; B: 1; C: ·; D: 93; E: ·; F: -1.2; G: ·; H: 91; I: 9
> CC1(C)CC(=O)C(C=NCCN2CCN(CC(=O)Nc3ccccc3)CC2)=C(O)C1
  A: -5; B: -2; C: 26; D: 94; E: -11; F: -0.9; G: -2; H: 94; I: -15

# More records.
# Short keys: A = PfM18AAP inh; B = MEKK2 mut-MEK5; C = NALP1 inh; D = MEKK2 WT-MEK5; E = GPR7 antag; F = OXTR agonist; G = FID counter; H = MEKK3 PB1 HTS; I = PHOSPHO1 inh
> O=C(CN1CCCC1=O)NC1C2CC3CC(C2)CC1C3 (stereo unspecified)
  A: -10; B: 1; C: 35; D: 108; E: -13; F: 0.1; G: -4; H: 105; I: -3
> CCc1cccc(CC)c1N1C(=O)c2cc(N3CCOCC3)c([N+](=O)[O-])cc2C1=O
  A: 1; B: -2; C: 31; D: 96; E: -7; F: -1.8; G: 3; H: 99; I: 0
> CC(C)(C)c1cccc(/C=N/O)c1O
  A: -8; B: 2; C: -4; D: 101; E: -8; F: -1.4; G: -1; H: 105; I: -13
> O=C(NCCCn1ccnc1)c1ccc(Br)c(S(=O)(=O)N2CCOCC2)c1
  A: 2; B: 2; C: 9; D: 106; E: -1; F: -0.3; G: 0; H: 109; I: 0
> CCN(CC)CCN1C(=O)C(=O)/C(=C(/O)c2ccc(F)cc2)C1c1ccncc1 (stereo unspecified)
  A: 7; B: 7; C: 24; D: 105; E: 2; F: -0.3; G: 2; H: 100; I: -14
> Cc1ccc(C(=O)N2CCC(C)CC2)cc1C
  A: 2; B: -2; C: 11; D: 96; E: -3; F: -1.4; G: -7; H: 115; I: -7
> COc1ccccc1CNC(=O)C(C)Sc1ccsc1[N+](=O)[O-] (stereo unspecified)
  A: 7; B: 0; C: 1; D: 109; E: -6; F: -0.7; G: 3; H: 122; I: 28
> Cc1cc(O)c(-c2cc(O)c(C)cc2O)cc1O
  A: 71*; B: 2; C: -4; D: 100; E: -3; F: 5.9; G: 4; H: 105; I: 34
> COc1ccc(OC)c(N(C(=O)c2snc(C(N)=O)c2N)C(C(=O)NCc2ccccc2)c2ccc(O)cc2)c1 (stereo unspecified)
  A: -2; B: 2; C: 3; D: 97; E: -8; F: 0.4; G: -36; H: 98; I: 22
> O=C(NCc1ccncc1)C(=O)Nc1nc2ccccc2s1
  A: -3; B: -9; C: -3; D: 93; E: -18; F: -0.4; G: -1; H: 91; I: 50
> CN(CC(=O)Nc1c(Cl)cccc1Cl)C(=O)Cc1ccc(S(=O)(=O)N2CCOCC2)s1
  A: -9; B: 6; C: 7; D: 106; E: -10; F: -0.2; G: -7; H: 100; I: 27
> COc1ccc(-c2nc3ccccc3nc2-c2ccccc2)cc1
  A: -13; B: -8; C: -12; D: 84; E: -13; F: -2.2; G: -12; H: 94; I: -46
> Cc1cc(C)cc(NC(=O)C2CCCN2S(=O)(=O)c2ccc3c(c2)n(C)c(=O)c(=O)n3C)c1 (stereo unspecified)
  A: 6; B: -3; C: 20; D: 96; E: 6; F: -0.7; G: -26; H: 95; I: 44
> CC1CC(OC(=O)C(O)c2ccccc2)CC(C)(C)N1C (stereo unspecified)
  A: ·; B: 5; C: 5; D: 109; E: ·; F: -0.6; G: ·; H: 106; I: 8
> CCOc1ccc(/C=N/NC(N)=S)cc1
  A: -3; B: 0; C: 20; D: 93; E: -2; F: -1.7; G: -4; H: 102; I: -24
> O=C(Oc1ccc(N2C(=O)CCC2=O)cc1)c1ccccc1
  A: -6; B: 11; C: 5; D: 97; E: 14; F: 1.1; G: -5; H: 107; I: -6
> COc1cccc(NC(=S)Nc2cc(C)cc(C)n2)c1
  A: -6; B: -20; C: 18; D: 86; E: -8; F: -1.4; G: -9; H: 85; I: -6
> O=C(CSc1nc2ccccc2c(=O)n1Cc1ccco1)c1ccccc1
  A: -3; B: 0; C: 10; D: 95; E: -2; F: 0.9; G: -8; H: 101; I: -56
> CC(C)(C)c1ccc(OCCCC(=O)N2CCOCC2)cc1
  A: -2; B: -6; C: 7; D: 99; E: 0; F: 1.3; G: -30; H: 103; I: 52
> O=C(Nc1ccc(N2CCOCC2)c(Cl)c1)c1ccc(Cl)cc1
  A: 0; B: -3; C: -4; D: 93; E: -15; F: 2.1; G: -6; H: 96; I: -10
> Cc1ccccc1NC(=O)Cc1nc(COC(=O)c2cccc([N+](=O)[O-])c2)cs1
  A: 8; B: 9; C: -1; D: 107; E: 13; F: 3.0; G: -23; H: 108; I: 18
> O=C(NCCc1ccccc1)C1CCCN1C(=O)Nc1ccc(F)cc1 (stereo unspecified)
  A: 1; B: -1; C: 11; D: 92; E: -12; F: -1.4; G: -1; H: 97; I: -6
> O=C/C(=C\Nc1ccc(Cl)cn1)c1nc2cc(Cl)ccc2o1
  A: -6; B: 5; C: 7; D: 103; E: 3; F: 6.0; G: -3; H: 100; I: 21
> COc1ccc(OC)c(-c2csc(NC(=O)Cn3[nH]c(=O)c4ccccc4c3=O)n2)c1
  A: 8; B: -3; C: -1; D: 92; E: 17*; F: 0.0; G: -6; H: 91; I: 12
